# Assay outcomes from PubChem BioAssay.
# MC4R antagonist: blocks human MC4R cAMP signaling | inhibition, % at 6.5 µM | MC4R-expressing cells, MTII-stimulated cAMP, LANCE TR-FRET | P32245 | AID 540295 | actives 0.48% (n = 360,000);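 active means inhibition above its plate's cutoff, the mean of tested wells on that plate plus 3 SD, cut at about 29% in these data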;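 further: 0% = Melanotan II alone and 100% = Melanotan II plus saturating MCL0020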
# Target sequence (P32245 whole entry, looked up): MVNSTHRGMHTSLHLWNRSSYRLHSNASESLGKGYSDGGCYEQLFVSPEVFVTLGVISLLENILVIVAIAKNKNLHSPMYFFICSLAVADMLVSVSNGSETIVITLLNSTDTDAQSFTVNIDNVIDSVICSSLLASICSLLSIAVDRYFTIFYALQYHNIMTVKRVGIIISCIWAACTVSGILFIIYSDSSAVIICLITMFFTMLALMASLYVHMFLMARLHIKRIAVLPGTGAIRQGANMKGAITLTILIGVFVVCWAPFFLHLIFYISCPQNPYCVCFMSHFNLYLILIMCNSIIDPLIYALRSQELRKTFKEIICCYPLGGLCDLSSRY
#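 Assay system: human MC4R-expressing U2OS cells; reagent: Melanotan II stimulation of cells; dosing: 6.5 µM single dose; timing: compound 30 min, challenge 1 h, detection 1 h; signal: TR-FRET cAMP assay; replicates: one well per compound, no replicates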
# ABHD5 PLIN5 PPI: ABHD5-PLIN5 protein interaction inhibition | AID 602281 | inhibition, % at 4 µM | Split G. princeps luciferase complementation, luminescence, 4 h | actives 0.78% (n = 360,000) | Q00G26+Q8WTS1;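 active means inhibition above the mean inhibition across every tested compound plus 3 SD, cut at about 22% in these data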;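 further: 0% = DMSO only wells and the 100% control is not disclosed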
# NOD2-RIPK2 inh: inhibitors of human NOD2-RIPK2 interaction; O43353; CHO BLA complementation NOD2-RIPK2, CCF4 ratio; inhibition, % at 4.98 µM; actives 0.38% (n = 360,000); in the data active means inhibition above about 21%;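 further: 0% = vehicle only and 100% = reference blocker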
# NCOA1 inh: inhibits human SRC1 coactivator; HEK293 GAL4-SRC1 luciferase reporter, luminescence; inhibition, % at 3.6 µM; Q15788; actives 0.12% (n = 360,000);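 active means inhibition above the campaign mean plus 3 SD, with each screening campaign given its own cutoff, cut at about 60% in these data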;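 further: 0% = DMSO treated cells and 100% = gossypol at 36 µM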
# SRC2 inh: human SRC2 (NCOA2) inhibition. Q15596. HEK293 GAL4-SRC2 luciferase reporter, luminescence. inhibition, % at 9 µM. actives 0.17% (n = 370,000). AID 651957;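 active means inhibition above the mean inhibition of all tested compounds plus 3 SD, set per campaign, cut at about 52% in these data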;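 further: 0% = DMSO treated cells and 100% = cells given Gossypol at 36 µM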
# TLR9-MyD88 block: TLR9-MyD88 interaction inhibition; CHO BLA complementation TLR9-MyD88, CCF4 FRET ratio; inhibition, % at 4.98 µM; actives 0.21% (n = 340,000); AID 504734;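 active means inhibition above the mean over all tested compounds plus 3 SD, cut at about 21% in these data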;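 further: 0% = DMSO only wells and 100% = clavulanate BLA inhibitor control wells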
# NCOA3 inh: inhibits human SRC3 coactivator | HEK293 GAL4-SRC3 luciferase reporter, luminescence | inhibition, % at 3.6 µM | actives 0.17% (n = 360,000) | Q9Y6Q9;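 active means inhibition above a per-campaign cutoff, the mean of all compounds plus 3 SD, cut at about 60% in these data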;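 further: 0% = DMSO-treated cells and 100% = gossypol-treated cells at 36 µM; higher means less SRC3-driven luciferase light from the GAL4 reporter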
# MC4R ag barr: activates human MC4R beta-arrestin recruitment | actives 0.98% (n = 360,000) | activation, % at 8.9 µM | AID 540308 | U2OS MC4R beta-arrestin complementation, luminescence; percent of melanotan II response, DMSO zero | P32245;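 active means activation above a per-plate cutoff, the mean activation of sample wells on that plate plus 3 SD, cut at about 8% in these data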
# NR2F2 inh: NR2F2 (human) inhibition, primary screen | P24468 | HEK293T NGFI-A luciferase reporter, luminescence | actives 0.7% (n = 370,000) | inhibition, % at 8.6 µM;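 active means inhibition above a per-plate cutoff, mean inhibition of test wells between control levels plus 3 SD, cut at about 38% in these data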;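 further: cells cotransfected with COUP-TFII expression vector driving the NGFI-A reporter; 0% = median of COUP-TF2 test wells and 100% = reporter-only cells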
# NR5A2 inv ag: inverse agonists of human LRH-1 (NR5A2) | actives 0.13% (n = 360,000) | inhibition, % at 3.6 µM | HEK293T StAR-luciferase reporter, LRH-1 transfected, 24 h | AID 602396;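 active means inhibition above the mean inhibition of all tested compounds plus 3 SD, cut at about 73% in these data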;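 further: 0% = DMSO wells and 100% = reporter-only cells lacking LRH-1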
# Target sequence (O00482 whole entry, looked up): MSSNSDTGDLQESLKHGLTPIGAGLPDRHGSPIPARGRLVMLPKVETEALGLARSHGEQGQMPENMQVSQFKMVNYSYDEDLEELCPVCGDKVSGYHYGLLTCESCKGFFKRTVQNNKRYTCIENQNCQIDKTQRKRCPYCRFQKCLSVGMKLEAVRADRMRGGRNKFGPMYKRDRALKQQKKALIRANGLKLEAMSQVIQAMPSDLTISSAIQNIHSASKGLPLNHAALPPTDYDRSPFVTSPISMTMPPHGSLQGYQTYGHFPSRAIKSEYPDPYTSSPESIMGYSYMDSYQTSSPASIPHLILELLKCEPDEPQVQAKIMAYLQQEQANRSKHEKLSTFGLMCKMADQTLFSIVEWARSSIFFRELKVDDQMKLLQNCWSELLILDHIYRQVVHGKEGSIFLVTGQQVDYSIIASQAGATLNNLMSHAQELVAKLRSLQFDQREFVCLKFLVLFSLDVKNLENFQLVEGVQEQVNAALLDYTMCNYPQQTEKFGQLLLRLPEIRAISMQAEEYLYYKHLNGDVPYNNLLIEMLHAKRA
# LMP1 NFkB inh: inhibitors of Epstein-Barr LMP1-induced NF-kappaB reporter | LMP1-induced NF-kappaB luciferase reporter cells, luminescence | inhibition, % at 12.5 µM | actives 0.69% (n = 350,000) | AID 504558; in the data active means inhibition above about 41%;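 further: 0% = neutral control wells and 100% = reference inhibitor control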
# * marks the source's active call; other numbers are inactive results; . = no result given.
SMILES,MC4R antagonist,ABHD5 PLIN5 PPI,NOD2-RIPK2 inh,NCOA1 inh,SRC2 inh,TLR9-MyD88 block,NCOA3 inh,MC4R ag barr,NR2F2 inh,NR5A2 inv ag,LMP1 NFkB inh
Cc1cc(C)n2nc(C(=O)OCC(=O)NCc3ccc(F)cc3)nc2n1,2,13,2,-24,11,-12,-2,-1.2,2,-2,2
CC(C)(C)OC(=O)N1CCN(C(=O)c2nc[nH]c2C(=O)N2CCN(C(=O)OC(C)(C)C)CC2)CC1,2,-4,-1,2,24,15,-8,-0.6,3,11,4
CCS(=O)(=O)c1nc(S(=O)(=O)c2ccc(C)cc2)c(NCCN2CCOCC2)s1,2,2,-9,-42,-9,-10,7,-1.2,0,13,-3
COc1cc(OC)c(OC)cc1C=Cc1ccc2ccccc2n1,-4,-1,0,-36,-95,1,-50,-2.7,-21,-33,-27
Cc1cc(C)n(C(=O)CN2C(=O)c3ccccc3C2=O)n1,13,-7,-4,-14,-20,-3,13,-2.5,-13,3,5
COCc1nnc(NC(=O)c2c(-c3c(Cl)cccc3Cl)noc2C)s1,11,-1,-6,6,-2,-1,8,-2.1,19,-7,0
FC(F)(F)c1nnc2ccc(NCn3nnc4ccccc43)nn12,-1,-1,7,6,-36,-7,-5,0.9,-7,0,4
Cc1ccc(CS(=O)(=O)c2ccc(C(=O)N3CCN(c4ccccn4)CC3)cc2[N+](=O)[O-])cc1,6,-2,0,-26,-7,1,12,-2.4,14,-6,18
COc1ccc(/C=N/N2C(=O)CN(C(=O)c3ccccc3)C2c2ccc(OC)cc2)cc1 (stereo unspecified),7,-6,-2,3,-34,.,8,-2.0,10,13,.
CS(=O)(=O)N1CCN(C(=O)Cc2ccccc2Cl)CC1,0,-5,7,-91,-16,-4,4,-0.4,20,11,1
O=C(c1coc2ccccc2c1=O)N1CCN(c2cccc(C(F)(F)F)c2)CC1,14,-6,-3,10,6,2,8,4.9,-3,-5,-2
COc1cc(OC)c(N(C)S(=O)(=O)c2cccc(C(=O)OCC(=O)N3CCOCC3)c2)cc1Cl,0,6,-3,-6,-27,-4,7,-3.0,-16,-1,6
Cc1noc(C)c1C(=O)OC(C)C(=O)c1c[nH]c2ccccc12 (stereo unspecified),-3,7,-4,-9,7,1,15,-1.8,3,8,-3
Cn1cc(Br)c(C(=O)NC(=S)N2CCN(c3ccccn3)CC2)n1,-9,-3,-11,-1,-11,0,-6,-1.5,4,0,-5
CCN(c1ccccc1)S(=O)(=O)c1ccc(Cl)nc1,1,-6,-2,-2,1,1,10,-1.7,-1,-1,5
Cc1nccn1CCC(=O)Nc1ccc(Cl)cc1,11,0,6,1,-11,5,4,-1.5,-12,-12,-6
O=C1CCN(CCc2ccccc2)CCN1CCSc1ccccc1,6,-2,-16,-31,-36,-5,-33,-2.0,-22,-26,-12
Cc1ccc(NS(=O)(=O)c2cc(C(=O)N3CCN(CCO)CC3)ccc2C)cc1,5,-2,-7,0,1,10,6,0.2,-32,5,-1
COc1cccc(-c2c(NC(C)=O)n(C)c3ccccc3c2=O)c1,6,0,0,-29,-16,-1,-2,-1.4,2,-12,0
Cc1cc(-c2csc(N)n2)c(C)n1Cc1ccco1,-12,23*,-4,6,0,1,5,1.9,-21,4,-7
COc1ccccc1C(=O)Nc1ccc(Cc2ccncc2)cc1,16,-5,1,-19,17,-18,-5,-2.1,10,16,6
COc1cccc(C(C)NC(=O)Cc2cccs2)c1 (stereo unspecified),21,1,-5,-16,-32,-4,8,2.1,7,6,-5
Nc1nc(SCC(=O)N2CCCc3ccccc32)n(-c2ccccc2)n1,8,6,4,5,-18,3,7,-0.4,-22,-5,-3
CCCCN(C)C(=O)c1sc2ncn(CC)c(=O)c2c1C,3,-3,8,-22,-21,3,4,-0.9,-5,-9,-2
Cc1oc(-c2ccc(Cl)cc2)nc1CS(=O)CC(=O)NCc1ccccc1 (stereo unspecified),1,4,1,-5,-17,3,-28,2.0,2,10,8
# Additional compounds.
SMILES,MC4R antagonist,ABHD5 PLIN5 PPI,NOD2-RIPK2 inh,NCOA1 inh,SRC2 inh,TLR9-MyD88 block,NCOA3 inh,MC4R ag barr,NR2F2 inh,NR5A2 inv ag,LMP1 NFkB inh
Cc1nnc(SCC(=O)NC2CC2)n1-c1ccccc1,-3,5,-2,-7,6,-14,2,1.4,2,7,-8
Cc1ccc(NC(=O)C2CCN(S(=O)(=O)c3c(C)noc3C)CC2)cc1C,-3,3,-11,2,7,0,19,-2.2,5,-3,-4
O=C(Nc1nc(-c2ccccn2)cs1)c1ccc(-c2ccccc2F)o1,3,10,3,-29,-27,-3,7,0.6,11,-20,25
N#Cc1cc(C(=O)c2ccccc2OCC(=O)Nc2ccccc2Cl)cn(C2CCCCC2)c1=O,1,-4,-5,10,12,-3,0,-2.4,4,0,3
O=C(Cn1nnc(-c2ccccc2)n1)NCc1ccccc1,0,0,-6,-2,1,2,-1,0.0,-4,15,-5
Cc1ccc(NC(=O)CSCc2ccc(F)cc2)cc1,13,0,-2,-61,-26,-1,-61,-0.6,-33,-63,-18
O=C(Nc1ccc(Cl)c(Cl)c1)N1CCC(N2CCCCC2)CC1,-2,4,-5,5,13,-16,8,1.8,1,-3,-2
O=C(COc1ccc(S(=O)(=O)N2CCOCC2)cc1)NC1CC1,-5,-8,-6,-6,21,-1,-20,-0.9,14,14,4
C=CCn1c(N)c(C(=O)NCCC2=CCCCC2)sc1=S,3,-4,-7,-61,-27,9,-39,4.0,-32,-44,-31
CC1=C(C(=O)N2CCOCC2)CC(CC(=O)NCc2cccs2)C(=O)N1Cc1ccc(C(C)(C)C)cc1 (stereo unspecified),13,-1,-2,3,-3,-2,-6,-2.1,9,-12,2
O=C(Nc1cccnc1)c1ccc(Cl)c(Cl)c1,7,4,5,-29,-36,-7,-29,1.1,-27,-9,10
Cc1nc(-c2ccc(S(=O)(=O)Oc3ccccc3Cl)s2)cs1,-2,-3,-5,-10,-2,-8,4,-0.9,6,-19,-7
CN(C)C(=O)CSc1nnc(NC(=O)CCc2ccccc2)s1,-5,-3,-1,-3,1,1,11,-0.9,1,-35,4
Cn1c(Cn2c(=O)sc3ccccc32)nnc1SCC(=O)N1CCCc2ccccc21,8,1,-14,2,1,-7,4,-1.2,17,-8,-4
COc1ccc(N2C(=O)C3C(C2=O)C2C=CC3C23CC3)c([N+](=O)[O-])c1 (stereo unspecified),4,0,-12,0,-10,-8,19,-2.9,3,-25,3
C/C(=N\NC(=O)CN1CCN(S(=O)(=O)c2ccc(C)cc2)CC1)c1ccc(O)cc1,1,-4,1,2,14,-2,8,-0.1,4,-2,-8
N#CC1(Nc2ccc(Br)cc2)CCCC1,-1,-4,-3,5,1,-6,-9,-2.0,2,-2,-28
CC1CCN(C(=O)COC(=O)COc2ccccc2C#N)CC1,-4,6,5,-10,-15,7,-1,-1.8,1,8,7
COc1cc(NC(=O)C2CC(=O)N(Cc3ccco3)C2)c(OC)cc1Cl (stereo unspecified),4,4,6,-14,1,4,12,-2.6,2,11,1
Cc1cnc(C(=O)OCC(=O)c2ccc(C3CCCCC3)cc2)cn1,-3,7,4,-8,3,2,-8,-2.4,-7,3,5
Cc1ccc(CNC(=S)Nc2ccc3c(c2)c(=O)n(C)n3Cc2cccc(C(F)(F)F)c2)cc1,6,-14,0,-2,-1,.,-9,-0.9,27,12,.
C=CCOc1ccc(CNCc2cccnc2)cc1,5,-7,-6,-16,-5,-10,11,-0.8,10,-2,4
COC(=O)/C=C1\OCc2ccc(C)cc21,.,10,-11,.,-2,.,.,.,1,11,.
C/C(=N\NC(=O)CNC(=O)C(c1ccccc1)c1ccccc1)c1ccc(C(C)(C)C)cc1,-2,-1,-7,-39,1,-5,-3,1.2,-3,8,3
COc1cccc(CN(C)C(=O)c2cc(S(=O)(=O)NC3CCCCC3)ccc2C)c1OC,1,-1,4,10,-16,6,16,3.2,8,12,-4
# (listing goes on)
SMILES,MC4R antagonist,ABHD5 PLIN5 PPI,NOD2-RIPK2 inh,NCOA1 inh,SRC2 inh,TLR9-MyD88 block,NCOA3 inh,MC4R ag barr,NR2F2 inh,NR5A2 inv ag,LMP1 NFkB inh
CCn1c(CNc2ccc(F)cc2)nnc1SCC(=O)Nc1ccccc1OC,1,3,0,-6,0,2,13,-2.8,-2,-3,-15
Cn1c(CNC(=O)CCNC(=O)c2cccc(Cl)c2)cc(=O)n(C)c1=O,8,-2,-5,6,-8,-9,-9,-2.2,19,-8,1
Cc1ccccc1-c1cc(=O)c2c(O)cccc2o1,5,-11,-21,-13,-25,-8,-14,2.3,-13,-11,-1
COc1ccc(NS(=O)(=O)c2ccc(C(=O)NCC3(N4CCOCC4)CCCCC3)cc2)cc1,0,-10,-2,-12,-27,-8,-21,0.7,-24,-43,-45
Cc1cc2ccccc2nc1SCC(=O)NC1CCCC1,11,1,1,-5,-6,.,14,-1.1,0,-7,-27
CCOCCOC(=O)C(C)Oc1ccc(Oc2ncc(Cl)cc2Cl)cc1 (stereo unspecified),24,2,3,-42,-27,-4,5,2.9,-10,-22,-5
COCCNC(=O)C1(C)CCCN(Cc2noc(-c3ccccc3OC)n2)C1 (stereo unspecified),10,-7,-2,-41,-14,.,-1,-0.4,-1,10,.
CSCCC(NC(=O)C1CCCC1)c1nnc2ccccn12 (stereo unspecified),10,0,-8,-34,5,-5,-7,-0.5,-3,-3,-9
COc1cc2c(cc1OC)C(COc1ccccc1OC)N(C(C)=O)CC2 (stereo unspecified),13,-5,-4,-6,-22,6,1,-2.1,11,7,6
CC(C)(C)NS(=O)(=O)c1cc(C(=O)O)ccc1Cl,17,-5,-5,11,15,1,-34,-2.6,-2,-3,-1
O=C(NN=C1CCCC1)c1ccn[nH]1,7,-4,7,-81,-25,9,-58,-1.7,-25,-142,-9
Cc1ccc(OCC(=O)NCC2CCCO2)c(C)c1 (stereo unspecified),15,10,-19,-40,-46,-12,-25,-2.9,-16,-22,-1
O=C1CCCc2c1nc(-c1ccc(F)cc1)n2O,-4,0,3,14,3,1,10,1.5,17,7,0
CCOC(=O)[C@]12CCC=C1N(Cc1ccc3c(c1)OCO3)C(=O)[C@H](CC(=O)N1CCC(c3ccccc3)CC1)C2,.,10,1,.,-1,.,.,.,0,17,.
CC(=O)C1=C(O)C(=O)N(CCc2c[nH]c3ccccc23)C1c1ccc(O)cc1 (stereo unspecified),2,-22,3,6,-36,-6,-42,-1.4,5,3,-13
O=C(NC(NCc1ccccn1)(C(F)(F)F)C(F)(F)F)c1ccco1,7,0,7,7,-4,-4,1,-1.1,6,0,-4

# This is a subset; count on the stated rates, not on these rows.
